# NSD2 block = inhibitors of human NSD2, primary screen, biochemical, plate reader, single point; Histone-lysine N-methyltransferase NSD2 (Homo sapiens), O96028; NSD2-SET H3K36me1 DELFIA fluorescence; inhibition, % at 12.5 µM; AID 624260, 2012; 44,000 tested, 0.07% active; in the data active = inhibition above about 54%, passing the limit was not always enough;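 note: inhibitors reduce the monomethyl H3K36 fluorescence signal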
# Target sequence (O96028 whole entry, looked up): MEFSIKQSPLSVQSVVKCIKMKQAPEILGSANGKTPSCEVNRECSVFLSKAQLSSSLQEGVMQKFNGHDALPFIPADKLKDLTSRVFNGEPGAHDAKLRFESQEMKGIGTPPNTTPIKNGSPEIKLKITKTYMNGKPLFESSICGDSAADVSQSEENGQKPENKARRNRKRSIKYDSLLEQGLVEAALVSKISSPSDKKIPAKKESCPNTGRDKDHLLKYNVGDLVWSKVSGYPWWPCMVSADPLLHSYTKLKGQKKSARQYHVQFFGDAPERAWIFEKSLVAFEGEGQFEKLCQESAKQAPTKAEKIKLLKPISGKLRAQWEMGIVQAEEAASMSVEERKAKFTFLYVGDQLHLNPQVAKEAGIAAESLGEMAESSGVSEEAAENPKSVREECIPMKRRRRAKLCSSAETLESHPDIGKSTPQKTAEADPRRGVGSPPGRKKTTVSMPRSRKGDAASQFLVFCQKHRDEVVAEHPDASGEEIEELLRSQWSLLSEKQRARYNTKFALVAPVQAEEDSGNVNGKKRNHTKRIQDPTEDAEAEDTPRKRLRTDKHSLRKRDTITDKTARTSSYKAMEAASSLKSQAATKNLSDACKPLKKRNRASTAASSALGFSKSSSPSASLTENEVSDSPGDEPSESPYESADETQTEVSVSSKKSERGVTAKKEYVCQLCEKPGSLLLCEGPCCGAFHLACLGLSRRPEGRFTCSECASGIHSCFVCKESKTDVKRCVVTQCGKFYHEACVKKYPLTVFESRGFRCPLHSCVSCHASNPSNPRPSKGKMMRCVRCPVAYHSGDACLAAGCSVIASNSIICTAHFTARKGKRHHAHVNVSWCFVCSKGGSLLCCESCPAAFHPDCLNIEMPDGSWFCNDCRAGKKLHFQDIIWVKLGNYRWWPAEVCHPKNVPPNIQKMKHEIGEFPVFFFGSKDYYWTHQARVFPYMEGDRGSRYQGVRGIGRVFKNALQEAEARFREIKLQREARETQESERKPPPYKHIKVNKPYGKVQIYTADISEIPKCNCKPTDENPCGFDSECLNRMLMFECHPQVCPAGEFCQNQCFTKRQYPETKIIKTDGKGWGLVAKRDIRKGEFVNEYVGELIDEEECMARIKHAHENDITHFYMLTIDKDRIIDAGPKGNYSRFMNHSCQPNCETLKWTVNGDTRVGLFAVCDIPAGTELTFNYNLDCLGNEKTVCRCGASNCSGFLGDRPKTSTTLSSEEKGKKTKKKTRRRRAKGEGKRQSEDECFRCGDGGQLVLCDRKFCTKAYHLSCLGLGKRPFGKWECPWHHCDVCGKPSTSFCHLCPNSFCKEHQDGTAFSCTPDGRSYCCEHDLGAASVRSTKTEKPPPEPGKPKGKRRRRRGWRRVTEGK
# An asterisk follows results filed as active; i = inactive; & = joins results of further samples. The list is partial; the hit share may differ from the screen's.
entry	compound	NSD2 block
1	C[C@@H]1CN([C@@H](C)CO)C(=O)c2cc(NS(=O)(=O)c3ccccc3)ccc2O[C@@H](C)CCCCO[C@@H]1CN(C)C(=O)C1CCCCC1	2
2	C[C@@H]1CCCCO[C@H](CN(C)C(=O)NC2CCCCC2)[C@H](C)CN([C@@H](C)CO)C(=O)c2cc(NS(=O)(=O)c3cn(C)cn3)ccc2O1	3
3	CC1(C)O[C@@H]2C[C@H]3[C@@H]4C[C@H](F)C5=CC(=O)CC[C@]5(C)[C@H]4[C@@H](O)C[C@]3(C)[C@]2(C(=O)CO)O1	0
4	C[C@H](CO)N1C[C@H](C)[C@H](CN(C)Cc2ccc(C(F)(F)F)cc2)OCCCC[C@H](C)Oc2ccc(NS(C)(=O)=O)cc2C1=O	-5
5	COCCNC(=O)C[C@H]1C[C@H]2c3cc(NC(=O)c4cccnc4)ccc3O[C@H]2[C@H](CO)O1	6
6	Cc1noc(C)c1NC(=O)Nc1cccc2c1O[C@H](CN(C)Cc1ccc3c(c1)OCO3)[C@H](C)CN([C@H](C)CO)C2=O	0
7	C[C@H]1CN([C@@H](C)CO)C(=O)Cc2cc(NC(=O)Cc3cn(C)c4ccccc34)ccc2O[C@@H]1CN(C)S(C)(=O)=O	4
8	O=C(CCCCC(=O)N/N=C/c1ccc([N+](=O)[O-])s1)NO	1
9	C[C@@H]1CN([C@@H](C)CO)C(=O)c2cc(C#Cc3ccccc3F)cnc2O[C@H]1CN(C)S(=O)(=O)c1ccccc1F	3
10	CNC[C@@H]1Oc2ncc(Br)cc2C(=O)N([C@H](C)CO)C[C@@H]1C	-3&6
11	CC[C@H]1CN2CCc3cc(OC)c(OC)cc3[C@@H]2C[C@@H]1C[C@H]1NCCc2cc(OC)c(OC)cc21	-2
12	CCC(=O)N(C)C[C@H]1Oc2cc(Br)ccc2S(=O)(=O)N([C@@H](C)CO)C[C@@H]1C	2
13	CC(C)C#Cc1cnc2c(c1)C(=O)N([C@@H](C)CO)C[C@H](C)[C@@H](CN(C)Cc1ccc3c(c1)OCO3)O2	3
14	CC(C)NC(=O)N(C)C[C@H]1Oc2cc(-c3ccncc3)ccc2S(=O)(=O)N([C@H](C)CO)C[C@H]1C	3
15	C[C@H](CO)N1C[C@H](C)[C@H](CN(C)Cc2ccc(C(=O)Nc3ccccc3N)cc2)Oc2ccc(NC(=O)C3CC3)cc2CC1=O	2
16	CNC[C@H]1Oc2ncc(Br)cc2C(=O)N([C@H](C)CO)C[C@H]1C	0
17	Cc1noc(C)c1S(=O)(=O)Nc1ccc2c(c1)C(=O)N([C@H](C)CO)C[C@@H](C)[C@H](CN(C)C(=O)NC(C)C)OCCCC[C@@H](C)O2	6
18	C[C@@H]1CN([C@@H](C)CO)C(=O)c2cc(C#CCN(C)C)cnc2O[C@@H]1CN(C)C(=O)Nc1ccccc1F	-7
19	Cc1ccc(S(=O)(=O)N(C)C[C@H]2OCCCC[C@@H](C)Oc3ccc(NC(=O)Nc4c(C)noc4C)cc3C(=O)N([C@H](C)CO)C[C@H]2C)cc1	-1
20	C[C@@H]1CN([C@H](C)CO)C(=O)c2cc(C#CCN(C)C)cnc2O[C@@H]1CN(C)C(=O)c1cnccn1	2
21	C[C@H](CO)N1C[C@H](C)[C@H](CN(C)C(=O)C2CCOCC2)Oc2ncc(C3=CCCCC3)cc2C1=O	-1
22	COCCNC(=O)C[C@H]1C[C@H]2c3cc(N(C)C)ccc3O[C@H]2[C@@H](CO)O1	-6
23	COc1cccc(-c2cnc3c(c2)C(=O)N([C@H](C)CO)C[C@H](C)[C@H](CN(C)S(=O)(=O)c2ccc(C)cc2)O3)c1	-10
24	C[C@H]1CN([C@@H](C)CO)C(=O)c2cc(NC(=O)c3ccncc3)ccc2O[C@@H]1CN(C)S(=O)(=O)c1ccc(F)cc1	1
25	C[C@@H]1CN([C@H](C)CO)C(=O)c2cc(NC(=O)Cc3cn(C)c4ccccc34)ccc2O[C@@H]1CN(C)S(=O)(=O)c1cccs1	-1
26	C[C@H](CO)N1C[C@H](C)[C@H](CN(C)Cc2ccc(Cl)c(Cl)c2)Oc2ccc(NC(=O)C3CCCCC3)cc2CC1=O	i
27	C[C@H](CO)N1C[C@H](C)[C@H](CN(C)CC2CC2)Oc2ccc(NC(=O)CCCCCC(=O)Nc3ccccc3N)cc2CC1=O	1
28	C[C@H]1CN([C@@H](C)CO)S(=O)(=O)c2ccc(C#CC3CC3)cc2O[C@@H]1CN(C)C(=O)c1ccncc1	-4
29	C[C@@H]1CCCCO[C@@H](CN(C)C(=O)Nc2ccc(F)cc2)[C@H](C)CN([C@@H](C)CO)C(=O)c2cc(NC(=O)C3CCCCC3)ccc2O1	-4
30	C[C@@H]1CN([C@H](C)CO)C(=O)c2cc(NC(=O)c3ccccc3)ccc2O[C@@H](C)CCCCO[C@@H]1CN(C)C(=O)Nc1cccc2ccccc12	-3
31	C[C@@H]1CN([C@@H](C)CO)C(=O)c2cc(NC(=O)Nc3ccc4c(c3)OCO4)ccc2O[C@@H]1CN(C)S(=O)(=O)c1cccs1	-9
32	C[C@@H]1CN([C@@H](C)CO)S(=O)(=O)c2ccc(Br)cc2O[C@H]1CN(C)CC1CCOCC1	-2
33	C[C@@H]1CCCCO[C@H](CN(C)C(=O)Nc2cccc3ccccc23)[C@H](C)CN([C@@H](C)CO)C(=O)c2cc(NC(=O)c3ccccc3)ccc2O1	1
34	C[C@H](CO)N1C[C@H](C)[C@H](CN(C)CC2CC2)OCCCC[C@H](C)Oc2ccc(NC(=O)Cc3ccccc3)cc2C1=O	-6
35	C[C@H]1CN([C@@H](C)CO)C(=O)Cc2cc(NS(=O)(=O)c3ccccc3)ccc2O[C@@H]1CN(C)C(=O)Nc1cccc2ccccc12	3
36	C[C@H](CO)N1C[C@H](C)[C@H](CN(C)C(=O)Nc2ccc(C(F)(F)F)cc2)Oc2ccc(NC(=O)C3CCCCC3)cc2CC1=O	-1
37	C[C@H](CO)N1C[C@H](C)[C@@H](CN(C)C(=O)Nc2ccccc2)Oc2c(NC(=O)Nc3ccccc3)cccc2C1=O	-4
38	COCC#Cc1ccc2c(c1)O[C@H](CN(C)Cc1ccccn1)[C@@H](C)CN([C@H](C)CO)S2(=O)=O	5
39	COCCOC(=O)N1C(=O)[C@@]2(c3ccccc31)[C@H](c1ccc(O)cc1)N1[C@H](c3ccccc3)[C@H](c3ccccc3)OC(=O)[C@H]1[C@@H]2C(=O)N1CCN(c2ncccn2)CC1	1
40	O=c1c(C=Nc2ccccc2)c(O)c2c(n1-c1ccccc1)CCCC2	-2
41	COc1ccc(S(=O)(=O)Nc2ccc3c(c2)C(=O)N([C@H](C)CO)C[C@H](C)[C@H](CN(C)CC2CCCCC2)O3)cc1	11
42	COc1ccc(CN(C)C[C@@H]2OCCCC[C@@H](C)Oc3ccc(NS(=O)(=O)c4ccc(F)cc4)cc3C(=O)N([C@@H](C)CO)C[C@H]2C)cc1	-3
43	Cc1ccc(S(=O)(=O)Nc2ccc3c(c2)CC(=O)N([C@@H](C)CO)C[C@@H](C)[C@H](CN(C)C(=O)Nc2ccc(F)cc2)O3)cc1	1
44	O=C(O)c1ccc2c(c1)OCO2	0
45	CCNC(=O)C1(C)CCCN(Cc2cccc3c2OCCO3)C1 (stereo not drawn)	2
46	C/C=C/c1ccc2c(c1)O[C@@H](CN(C)C(=O)c1cccnc1)[C@H](C)CN([C@@H](C)CO)S2(=O)=O	2
47	C[C@@H]1CN([C@H](C)CO)C(=O)c2cc(NC(=O)C3CCCCC3)ccc2O[C@@H]1CN(C)S(=O)(=O)c1ccc(F)cc1	0
48	CN(C)C(=O)[C@@]1(CCS(=O)(=O)c2ccccc2)N=C(c2ccc(OCCCO)cc2)O[C@H]1c1ccccc1	-3
49	CCCC#Cc1ccc2c(c1)O[C@@H](CN(C)C(=O)Nc1ccc(OC)cc1)[C@@H](C)CN([C@@H](C)CO)S2(=O)=O	-6
50	COc1ccc(S(=O)(=O)Nc2ccc3c(c2)C(=O)N([C@H](C)CO)C[C@H](C)[C@H](CN(C)C(=O)c2ccncc2)OCCCC[C@@H](C)O3)cc1	7

# Results in sequence from the entries so far:
# Compounds 12–16 in NSD2 block: 2, 3, 3, 2, 0

# More structures
entry	compound	NSD2 block
51	C[C@@H]1CN([C@H](C)CO)C(=O)c2cc(C#CC3(O)CCCC3)cnc2O[C@@H]1CN(C)Cc1ccncc1	0
52	COc1ccc(S(=O)(=O)Nc2ccc3c(c2)C(=O)N([C@H](C)CO)C[C@H](C)[C@H](CN(C)Cc2ccc(Cl)c(Cl)c2)O3)cc1	29
53	C[C@@H]1CN([C@@H](C)CO)S(=O)(=O)c2ccc(C#CC3CC3)cc2O[C@H]1CN(C)Cc1ccncc1	0
54	CCN(CC)CCN1C(=O)c2ccccc2NC1c1ccc(Br)cc1 (stereo not drawn)	-8
55	C[C@@H]1CCCCO[C@H](CN(C)C)[C@H](C)CN([C@@H](C)CO)C(=O)c2cc(NS(=O)(=O)c3cn(C)cn3)ccc2O1	-1
56	CC(C)NC(=O)N(C)C[C@@H]1Oc2ccc(NC(=O)Nc3ccccc3)cc2C(=O)N([C@@H](C)CO)C[C@H]1C	3
57	C[C@@H]1CN([C@H](C)CO)C(=O)c2cc(NC(=O)C3CC3)ccc2O[C@H]1CN(C)Cc1ccc(-c2ccccc2)cc1	-2
58	Cc1noc(C)c1S(=O)(=O)Nc1ccc2c(c1)C(=O)N([C@@H](C)CO)C[C@@H](C)[C@H](CN(C)C(=O)NC1CCCCC1)OCCCC[C@@H](C)O2	2
59	C[C@H](CO)N1C[C@H](C)[C@@H](CN(C)Cc2ccc(C(F)(F)F)cc2)Oc2ccc(NS(=O)(=O)c3cn(C)cn3)cc2CC1=O	-8
60	C/C=C/c1ccc2c(c1)O[C@@H](CN(C)C(=O)c1cccnc1)[C@@H](C)CN([C@@H](C)CO)S2(=O)=O	-2
61	CNC[C@H]1Oc2ccc(NC(=O)Nc3ccccc3)cc2CC(=O)N([C@H](C)CO)C[C@@H]1C	-2
62	COc1ccc(S(=O)(=O)N(C)C[C@H]2Oc3ccc(NC(=O)NC(C)C)cc3C(=O)N([C@@H](C)CO)C[C@H]2C)cc1	-4
63	CC(C)NC(=O)N(C)C[C@H]1Oc2ccc(NC(=O)CCCCCC(=O)Nc3ccccc3N)cc2CC(=O)N([C@@H](C)CO)C[C@H]1C	6
64	CC1(C)CC(N(Cc2cccs2)C(=O)c2ccco2)CCO1 (stereo not drawn)	2
65	C[C@H]1CN([C@@H](C)CO)C(=O)c2cccc(NC(=O)C3CCOCC3)c2O[C@@H]1CN(C)C(=O)Nc1cccc2ccccc12	1
66	C[C@H](CO)N1C[C@H](C)[C@@H](CN(C)Cc2ccc3c(c2)OCO3)Oc2ccc(NC(=O)Nc3ccccc3)cc2CC1=O	1
67	Cc1noc(C)c1NC(=O)N(C)C[C@@H]1OCc2cnnn2CCCC(=O)N([C@@H](C)CO)C[C@@H]1C	5
68	Cc1ccc(S(=O)(=O)N(C)C[C@H]2Oc3c(NC(=O)Nc4ccc5c(c4)OCO5)cccc3C(=O)N([C@H](C)CO)C[C@@H]2C)cc1	-1
69	COc1ccc(CN(C)C[C@@H]2Oc3ccc(NC(=O)NC4CCCCC4)cc3C(=O)N([C@H](C)CO)C[C@H]2C)cc1	8
70	CC(C)CC#Cc1ccc2c(c1)O[C@H](CN(C)C(=O)CC1CC1)[C@@H](C)CN([C@@H](C)CO)S2(=O)=O	-15
71	CNC[C@@H]1Oc2ccc(NC(=O)Nc3ccc(C(F)(F)F)cc3)cc2CC(=O)N([C@@H](C)CO)C[C@H]1C	-3
72	CC(C)CC#Cc1cnc2c(c1)C(=O)N([C@@H](C)CO)C[C@H](C)[C@@H](CN(C)C(=O)Cc1ccccc1)O2	0
73	C[C@@H]1CN([C@@H](C)CO)C(=O)Cc2cc(NC(=O)C3CC3)ccc2O[C@@H]1CN(C)Cc1ccc(C(=O)Nc2ccccc2N)cc1	1
74	COC(=O)[C@@H]1OC(=O)C2OC23[C@@]1(C)CCC1[C@]2(C)C(C[C@@H](O)[C@]13C)C(C)(C)[C@H](OC(C)=O)C[C@@H]2OC(C)=O (stereo partly drawn)	0
75	CC(C)CC#Cc1ccc2c(c1)O[C@@H](CN(C)C(=O)c1cccc(F)c1)[C@@H](C)CN([C@H](C)CO)S2(=O)=O	-3

# By substructure, the entries above containing a Cl atom
entry	compound	NSD2 block
26	C[C@H](CO)N1C[C@H](C)[C@H](CN(C)Cc2ccc(Cl)c(Cl)c2)Oc2ccc(NC(=O)C3CCCCC3)cc2CC1=O	i
52	COc1ccc(S(=O)(=O)Nc2ccc3c(c2)C(=O)N([C@H](C)CO)C[C@H](C)[C@H](CN(C)Cc2ccc(Cl)c(Cl)c2)O3)cc1	29

# Additional compounds
entry	compound	NSD2 block
76	CCCC#Cc1cnc2c(c1)C(=O)N([C@H](C)CO)C[C@H](C)[C@H](CN(C)C(=O)Nc1cc(F)ccc1F)O2	-12
77	C[C@H](CO)N1C[C@H](C)[C@H](CN(C)Cc2cncnc2)Oc2ncc(C#Cc3ccccn3)cc2C1=O	-2
78	C[C@H](CO)N1C[C@H](C)[C@H](CN(C)C(=O)c2ccc3c(c2)OCO3)Oc2cc(/C=C/c3ccccc3)ccc2S1(=O)=O	-3
79	C[C@@H]1CCCCO[C@H](CN(C)C(=O)Nc2ccc(C(F)(F)F)cc2)[C@H](C)CN([C@H](C)CO)C(=O)c2cc(NS(C)(=O)=O)ccc2O1	-12

# Arranged by formula weight (rising): some entries from above
entry	compound	NSD2 block
77	C[C@H](CO)N1C[C@H](C)[C@H](CN(C)Cc2cncnc2)Oc2ncc(C#Cc3ccccn3)cc2C1=O	-2
37	C[C@H](CO)N1C[C@H](C)[C@@H](CN(C)C(=O)Nc2ccccc2)Oc2c(NC(=O)Nc3ccccc3)cccc2C1=O	-4
24	C[C@H]1CN([C@@H](C)CO)C(=O)c2cc(NC(=O)c3ccncc3)ccc2O[C@@H]1CN(C)S(=O)(=O)c1ccc(F)cc1	1
35	C[C@H]1CN([C@@H](C)CO)C(=O)Cc2cc(NS(=O)(=O)c3ccccc3)ccc2O[C@@H]1CN(C)C(=O)Nc1cccc2ccccc12	3
